Source: PubChem BioAssay (The Scripps Research Institute Molecular Screening Center)
pPAFAH inh: pPAFAH enzyme inhibitors, primary screen, biochemical, fluorescence polarization, human; Platelet-activating factor acetylhydrolase (Homo sapiens), Q13093; recombinant pPAFAH, FP-rhodamine probe fluorescence polarization; inhibition, % at 3.39 µM; actives 1.5% (n = 330,000); AID 463082, 2010;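 active = inhibition above the mean inhibition across the screen plus 3 SD, cut at about 25% in these data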;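 note: inhibitors block binding of the rhodamine activity-based probe so polarization drops; 0% = enzyme with DMSO and 100% = wells lacking pPAFAH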
LYPLA2 inh: LYPLA2 inhibitors, primary screen, counter-screen for PME1 inhibitor project, biochemical, fluorescence polarization, FP-Rh probe ABPP | inhibition, % at 5.9 µM | recombinant LYPLA2 | AID 2177, 2009 | actives 0.38% (n = 320,000) | Acyl-protein thioesterase 2 (Homo sapiens), O95372;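 active = inhibition above the screen-wide mean plus 3 SD, limit set per campaign, cut at about 26% in these data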;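 note: 0% = LYPLA2 with DMSO and 100% = wells lacking LYPLA2 enzyme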
PAD4 inh: human PAD4 inhibitors, primary screen, biochemical, fluorescence polarization, 1536-well format. Protein-arginine deiminase type-4 (Homo sapiens), Q9UM07. recombinant PAD4, RCA probe fluorescence polarization. inhibition, % at 6.36 µM. actives 0.41% (n = 330,000). AID 485272, 2010;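 active = percent inhibition above a cutoff equal to the mean of all tested compounds plus 3 SD, cut at about 15% in these data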;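 note: 0% = PAD4 with RCA probe and DMSO and 100% = probe without PAD4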
Target sequence (Q9UM07 whole entry, looked up): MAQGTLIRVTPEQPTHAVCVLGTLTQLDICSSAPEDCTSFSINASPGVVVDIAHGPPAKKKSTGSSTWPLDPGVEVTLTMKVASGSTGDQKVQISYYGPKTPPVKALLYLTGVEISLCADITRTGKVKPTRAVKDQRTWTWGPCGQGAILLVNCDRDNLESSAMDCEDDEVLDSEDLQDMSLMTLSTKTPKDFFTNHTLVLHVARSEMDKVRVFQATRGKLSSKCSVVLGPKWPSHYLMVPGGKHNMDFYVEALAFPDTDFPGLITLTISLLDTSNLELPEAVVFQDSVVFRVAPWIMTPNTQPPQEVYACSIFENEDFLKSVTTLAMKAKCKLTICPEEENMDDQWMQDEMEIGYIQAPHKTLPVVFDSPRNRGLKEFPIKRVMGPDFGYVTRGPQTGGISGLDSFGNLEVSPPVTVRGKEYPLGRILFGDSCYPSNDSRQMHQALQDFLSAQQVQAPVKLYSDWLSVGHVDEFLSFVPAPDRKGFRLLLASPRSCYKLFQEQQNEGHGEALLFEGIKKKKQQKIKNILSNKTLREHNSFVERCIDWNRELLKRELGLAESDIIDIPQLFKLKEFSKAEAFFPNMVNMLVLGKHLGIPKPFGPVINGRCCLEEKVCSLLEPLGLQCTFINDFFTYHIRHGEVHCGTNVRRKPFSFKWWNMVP
LYPLA1 counter: LYPLA1 inhibitors, primary screen, counter-screen for PME1 inhibitor project, biochemical, fluorescence polarization, FP-Rh probe ABPP | Acyl-protein thioesterase 1 (Homo sapiens), O75608 | AID 2174, 2009 | inhibition, % at 5.9 µM | recombinant LYPLA1 | actives 0.16% (n = 320,000);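 active = inhibition above the mean of all tested compounds plus 3 SD, set per campaign, cut at about 14% in these data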;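 note: inhibitors block serine hydrolase probe labeling of LYPLA1 so polarization falls; 0% = enzyme with DMSO and 100% = wells lacking LYPLA1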
PAFAH1B2 inh: PAFAH1B2 enzyme inhibitors, primary screen, biochemical, fluorescence polarization, human. Platelet-activating factor acetylhydrolase IB subunit alpha2 (Homo sapiens), P68402. recombinant PAFAH1B2, FP-rhodamine activity probe. inhibition, % at 3.39 µM. actives 1.2% (n = 340,000). AID 492953, 2010;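 active = inhibition above the mean of all tested compounds plus 3 SD, cut at about 24% in these data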;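 note: 0% = enzyme with DMSO and 100% = wells lacking PAFAH1B2; many of its hits are not listed in these tables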
Target sequence (P68402 whole entry, looked up): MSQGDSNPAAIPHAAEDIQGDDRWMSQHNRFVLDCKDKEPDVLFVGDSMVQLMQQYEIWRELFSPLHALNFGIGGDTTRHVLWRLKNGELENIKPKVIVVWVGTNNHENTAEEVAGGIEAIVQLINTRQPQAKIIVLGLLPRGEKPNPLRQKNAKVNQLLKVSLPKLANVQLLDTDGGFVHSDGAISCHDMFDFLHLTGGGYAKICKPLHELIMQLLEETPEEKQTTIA
GSTO1 counter: inhibitors of recombinant GSTO1, primary screen, counter-screen for RBBP9 inhibitor project, biochemical, fluorescence polarization | Glutathione S-transferase omega-1 (Homo sapiens), P78417 | activity-based probe fluorescence polarization | inhibition, % at 5.96 µM | actives 1.1% (n = 300,000) | AID 1974, 2009;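 active = inhibition above the campaign mean inhibition plus 3 SD, cut at about 35% in these data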;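 note: 0% = GSTO1-1 with DMSO and 100% = wells lacking GSTO1-1 enzyme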
PAFAH1B3 inh: PAFAH1B3 enzyme inhibitors, primary screen, biochemical, fluorescence polarization, human; Platelet-activating factor acetylhydrolase IB subunit alpha1 (Homo sapiens), Q15102; recombinant PAFAH1B3, FP-rhodamine probe; inhibition, % at 3.39 µM; actives 0.28% (n = 340,000);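 active = inhibition above the screen-wide average of all tested compounds plus 3 SD, cut at about 25% in these data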;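 note: 0% = enzyme with DMSO only and 100% = wells lacking PAFAH1B3 protein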
PAFAH2 inh: PAFAH2 enzyme inhibitors, primary screen, biochemical, fluorescence polarization, human; recombinant PAFAH2, FP-rhodamine activity probe; inhibition, % at 3.39 µM; actives 0.99% (n = 340,000); AID 492956, 2010;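 active = inhibition above the mean over all tested compounds plus 3 SD, cut at about 30% in these data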;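 note: inhibitors block probe labeling of enzyme so polarization drops; 0% = enzyme with DMSO and 100% = wells lacking PAFAH2 protein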
PREPL inh: PREPL enzyme inhibitors, primary screen, biochemical, fluorescence polarization. inhibition, % at 5.96 µM. recombinant PREPL, fluorescence polarization activity-based probe. actives 0.68% (n = 320,000). AID 2751, 2010; in the data active = inhibition above about 43%;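 note: 0% = enzyme with DMSO and 100% = wells lacking enzyme; many of its hits are not listed in these tables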
* = called active by the depositor; . = no result given. The list is partial; count on the stated rates, not on these rows.

SMILES | pPAFAH inh | LYPLA2 inh | PAD4 inh | LYPLA1 counter | PAFAH1B2 inh | GSTO1 counter | PAFAH1B3 inh | PAFAH2 inh | PREPL inh
O=C(NC1CCCCC1)C(c1ccccn1)N(C(=O)Cc1cccs1)c1ccc(Cl)cc1 (stereo unspecified) | -7.4 | -9.9 | -1.1 | -4.3 | 8.5 | 0.6 | 7.0 | 9.9 | 17.2
O=C(O)/C=C/C(=O)Nc1ccc(Oc2ncnc3cc(Cl)ccc23)nc1 | -4.4 | 1.4 | 8.5 | 0.5 | . | -0.2 | . | . | -8.1
COC(=O)c1ccc(Cn2nc(C)c([N+](=O)[O-])c2C)o1 | -5.6 | -7.7 | -2.0 | -0.7 | -1.6 | 6.8 | 8.6 | 2.2 | 3.3
CCOC(=O)[C@H]1[C@H]2COc3cc(OC)ccc3[C@@H]2N2C(=O)CN(Cc3ccco3)C(=O)[C@@]12C | -2.9 | 1.8 | -0.8 | 2.3 | 6.8 | . | -7.7 | 1.1 | 19.1
COc1ccc(/C=C/C(=O)N2CC(C)OC(C)C2)cc1OC (stereo unspecified) | -1.1 | -8.4 | -1.6 | -4.6 | -8.8 | -2.1 | 1.7 | 1.2 | 3.5
COc1cccc(NC(=O)CSc2nc3ccccc3n2C)c1 | -9.8 | 4.3 | -6.8 | -2.7 | 0.3 | 5.6 | 2.8 | 2.5 | 4.8
CC(C)(C)OC(=O)NCCCC[C@H](NC(=O)c1[nH]cnc1C(=O)Nc1ccccc1)C(=O)OC(C)(C)C | 12.1 | -34.7 | -3.5 | -14.2 | 0.6 | -6.2 | -3.0 | -4.5 | 14.5
COc1ccc(CC(=O)NNC(=O)Cc2ccc(OC)cc2)cc1 | 0.2 | -1.0 | -2.9 | -1.4 | . | 14.4 | . | . | 0.5
CC(c1ccco1)N(Cc1ccco1)C(=O)Nc1ccccc1 (stereo unspecified) | 4.6 | -0.7 | -1.0 | -0.7 | 7.3 | 7.5 | -2.2 | -3.3 | -2.0
CC(C)(C)NC(=O)NC(=O)CN1c2cccc3cccc(c23)S1(=O)=O | -0.2 | 4.3 | 1.5 | 1.9 | -2.0 | -4.6 | 9.8 | -2.3 | -2.1
COc1cc(/C=N/NC(=O)CCN2CCN(C(c3ccccc3)c3ccccc3)CC2)ccc1O | 2.6 | 0.8 | 1.6 | -1.2 | 5.7 | 5.1 | 7.7 | -1.9 | 8.7
N#Cc1c(Nc2ccccc2)sc(C(=O)c2ccc(F)cc2)c1N | 17.0 | -0.8 | -8.8 | -1.5 | 29.7* | -6.5 | 6.4 | 6.9 | 24.6
CCOC(=O)/C(C)=N/NC(=O)c1ccc([N+](=O)[O-])cc1 | -1.9 | -1.2 | -0.3 | -1.1 | -0.7 | 7.1 | -4.3 | -10.7 | 3.8
C=C1N(c2cccc(Cl)c2)C(=O)OC1(C)C | -1.4 | -4.6 | -3.1 | 1.1 | -3.3 | -2.8 | -0.2 | 2.8 | -3.9
CCCCNC(=O)CCc1c(C)nc2nc(-c3cc(OC)cc(OC)c3)nn2c1C | 1.5 | 2.4 | -5.5 | 0.2 | 6.0 | 1.7 | 3.1 | -4.7 | -10.2
CCOC(=O)CNC(=O)CCNS(=O)(=O)c1ccc2c(c1)c(=O)n(C)c(=O)n2C | 0.8 | -5.6 | 1.1 | 0.2 | -0.6 | 4.9 | 5.3 | -4.5 | 0.6
O=C(N/N=C/c1c[nH]c2ccccc12)c1cccc([N+](=O)[O-])c1 | 4.2 | 2.4 | -1.1 | 3.6 | 2.7 | 4.7 | 6.3 | 1.6 | 20.3
COc1ccc(NC(=O)C2=C(C)NC(=O)NC2c2cccc(OC)c2OC)c(OC)c1 (stereo unspecified) | -3.8 | 1.1 | 0.6 | 0.0 | -0.1 | -10.4 | 6.7 | -4.0 | 7.5
O=[N+]([O-])c1nn(-c2ccc(Cl)cc2)n(O)c1=NCc1cccnc1 | 7.7 | -3.1 | -1.6 | 1.3 | -3.1 | 1.5 | 7.5 | -16.1 | 3.6
O=C(Nc1ccncc1)C1CC1c1ccccc1 (stereo unspecified) | 0.1 | -0.4 | 3.1 | -3.8 | -1.1 | -1.3 | 4.5 | 3.9 | -4.7
COc1ccc(Cl)cc1NC(=O)COC(=O)CNC(=O)C1CCCCC1 | 7.1 | -2.5 | -2.3 | 0.2 | -1.2 | . | 10.9 | -3.0 | 8.5
CCOC(=O)c1cc([N+](=O)[O-])c([N+](=O)[O-])cc1NC(C)=O | 4.5 | 7.2 | 4.2 | -1.1 | 1.4 | 13.0 | 11.3 | 3.9 | 2.1
COc1ccc(N2C(=O)CC(c3cc(OC)c(OC)c(OC)c3)CC2=O)cc1 | 4.9 | 2.6 | -26.2 | 0.9 | -1.0 | -0.5 | 5.7 | -1.1 | 2.2
O=C(NCc1ccccc1CN1CCCC1)c1ccc(OCc2cscn2)cc1 | -1.6 | 4.1 | -6.9 | 5.2 | 0.1 | . | 1.1 | -4.3 | 7.8
Cc1ccc(/C(=N/Nc2nc3ccccc3s2)C2=C(O)c3ccccc3C2=O)cc1 | -8.8 | -0.9 | 42.1* | -3.2 | 18.1 | -17.4 | 25.4 | 18.4 | -2.0
O=C(Nc1cccc(F)c1)C1CCN(C(=O)c2ccccc2Cl)CC1 | 0.8 | -6.0 | 1.6 | -1.0 | 0.8 | 1.0 | -2.0 | 1.0 | -0.2
CC(=O)c1c(C)[nH]c(C(=O)OCC(=O)Nc2cc(C(F)(F)F)ccc2N2CCOCC2)c1C | -3.9 | -0.9 | 2.1 | -3.9 | -0.2 | 0.1 | 8.6 | 3.2 | -9.2
COc1ccc(NC(=O)NCCC2=CCCCC2)cc1 | -0.2 | 3.0 | 0.0 | -0.5 | 4.9 | 64.4* | 12.7 | 0.7 | 14.4
CNC(=O)c1sc(-c2cccs2)nc1C | -1.1 | -2.9 | 1.0 | 0.5 | 5.3 | -11.5 | -2.0 | -8.1 | -10.9
O=C(c1cn(-c2ccccc2)nc1-c1cccnc1)N1CCCCC1 | 3.5 | 3.8 | -1.5 | 4.1 | 4.0 | 9.1 | -7.0 | 8.5 | -1.5
Cc1cc(C)nc(NC(=O)CSc2nc3ccccc3o2)n1 | 3.4 | 1.9 | -3.4 | 2.2 | 5.8 | 4.3 | 3.5 | -4.2 | -0.4
CCN(CC)C(=O)CSc1nnc(-c2ccccn2)n1Cc1ccccc1 | 6.5 | 2.7 | -3.9 | 5.5 | 2.4 | 1.4 | -4.5 | -0.8 | 6.8
O=C(NCC(=O)N(c1ccccc1F)C(C(=O)NC1CCCC1)c1cccnc1)c1ccco1 (stereo unspecified) | -0.8 | 7.0 | 0.3 | 0.7 | 10.4 | -3.9 | 6.7 | 5.4 | -4.6
CCCCN(CCCNC(=O)c1ccc(CS(=O)(=O)c2c(Cl)cccc2Cl)o1)Cc1ccccc1 | -0.6 | -4.2 | -1.3 | -3.6 | 6.7 | 3.4 | 6.6 | 9.6 | -101.7
CCOc1ccc(N(CC(=O)NC2CCCC(C)C2C)S(=O)(=O)c2c(C)noc2C)cc1 (stereo unspecified) | -1.9 | 0.3 | 2.7 | 0.0 | 1.4 | 0.0 | 1.6 | 0.4 | 8.6
CC(C)CNC(=O)COC(=O)c1cc(Cl)cc(Cl)c1N | -2.1 | -3.3 | -4.5 | 1.1 | 4.0 | 2.8 | 8.1 | 2.9 | 18.6
COc1ccc(C(=O)Nc2oc(-c3ccccc3)c(-c3ccccc3)c2C#N)cc1 | 3.2 | -21.2 | 4.9 | -21.4 | -6.3 | -19.9 | -7.0 | -12.6 | -0.7
O=C(NC1CCN(C(=O)Nc2cccc(Cl)c2)CC1)c1ccco1 | 4.0 | 6.1 | -0.4 | 3.1 | 4.5 | -4.4 | 0.2 | -5.6 | -5.5
COc1ccc(-c2cc(C(=O)NCc3cccs3)no2)cc1 | 3.9 | 0.6 | 0.8 | -1.2 | 5.2 | 4.3 | 9.8 | 1.6 | 0.3
CCOC(=O)[C@H]1[C@H]2COc3cc(OC)ccc3[C@@H]2N2C(=O)c3c(C)cc(C)cc3NC(=O)[C@@]12C | 1.6 | . | 5.4 | . | -0.1 | . | 7.6 | -7.8 | 17.3
Cc1ccc2c(c1)C1(C)C(C(C)(C)N2C=O)C1(Cl)Cl (stereo unspecified) | 1.6 | 1.8 | -2.0 | 3.0 | 4.8 | 8.4 | 7.6 | -3.7 | 1.3
O=C(O)C1Cc2ccccc2CN1S(=O)(=O)c1ccccc1 (stereo unspecified) | 1.0 | -9.4 | -7.1 | -0.7 | 8.9 | 3.4 | -1.0 | 7.4 | 12.6
O=C(COc1ccc(Cl)cc1)NCc1nnc(SCC(=O)c2ccccc2)o1 | 1.6 | 4.8 | -0.3 | -0.1 | 5.3 | 24.9 | 5.0 | -2.6 | -12.7
O=C(CCNc1n[nH]c(=O)[nH]c1=O)N1CCCCC1 | 2.8 | 1.4 | 0.2 | -4.8 | 4.2 | -2.1 | 5.2 | 0.2 | 1.0
CCCCN(C(=O)Cc1coc2cc(C)c(C)cc12)c1c(N)n(Cc2ccccc2)c(=O)[nH]c1=O | 2.5 | -1.8 | 4.2 | 0.1 | 5.0 | 2.2 | 1.1 | 1.0 | -3.6
COc1ccc(CNCC(O)COc2ccc(C)cc2[N+](=O)[O-])cc1 (stereo unspecified) | 4.8 | -2.2 | 2.0 | -0.2 | 2.7 | -2.7 | 2.9 | 0.4 | 1.8
CN(C)c1nc(NCc2ccccc2)nc(SCC(=O)Nc2ccc(Cl)c(Cl)c2)n1 | -22.0 | -49.0 | -3.0 | -33.7 | -33.0 | -10.1 | -73.4 | -55.9 | -9.8
Cc1nn(C)c(C)c1CN(C)C(=O)c1cc2nc(-c3ccco3)cc(C(F)(F)F)n2n1 | 7.5 | 11.5 | -2.7 | 6.5 | -0.7 | 16.9 | 9.5 | -8.1 | 16.5
COc1cc(/C=C/C(=O)OCC(=O)Nc2sc3c(c2C#N)CCC(C)C3)ccc1OCC#N (stereo unspecified) | 9.4 | -10.1 | 1.4 | -5.5 | 5.8 | 2.6 | -4.5 | 1.6 | 9.9
C[C@@]12C(=O)Nc3ccc(Cl)cc3C(=O)N1[C@H]1c3cc(Br)ccc3OC[C@@H]1[C@@H]2c1ccccc1 | -16.3 | . | 0.6 | . | -16.1 | . | -27.5 | -47.6 | 1.8
O=[N+]([O-])c1ccc(NC(=S)N/C(=N/CS(=O)(=O)c2ccccc2)c2ccccc2)cc1 | 3.8 | 0.6 | -2.4 | 1.0 | -2.3 | -0.7 | 1.0 | 6.4 | -21.8
